Source: PubChem
LGR2 antag: blocks bursicon-induced cAMP signaling via Drosophila LGR2; inhibition, % at 9.99 µM; AID 720647; 380,000 tested, 0.35% active; HEK293 LGR2, CRE-luciferase, bursicon-stimulated, 4 h;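 active = drop in luminescence signal, shown as inhibition above about 50% in the replicate tests, limit read from the data, passing the limit was not always enough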;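 also: agonist challenge used bursicon conditioned medium at about half maximal strength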
Cneo AK release: Cryptococcus neoformans lysis via adenylate kinase release; C. neoformans lysis, adenylate kinase release luminescence, 4 h; normalised: neutral wells 0, clomiphene wells 100; lysis activity, % at 15 µM; 360,000 tested, 0.2% active;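 active = mean lysis activity across replicates of at least 80%, whatever share of replicates individually reach that level; inactive = mean lysis activity below 80%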
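Schedule: static 4 h at 37 °C with compound, 1 h detection; system: C. neoformans cells; benchmarks: Clomiphene as positive control; buffer or medium: fresh YPD medium; measure: luminescence rise reflecting yeast cell lysis; measured by: luminescent adenylate kinase detection reagent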
ERAP1 inh: inhibitors of human ERAP1 aminopeptidase; 340,000 tested, 0.15% active; Q9NZ08; recombinant ERAP1, Leu-AMC fluorescence, 60 min; inhibition, % at 10.7 µM;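 active = mean replicate inhibition of at least 30%, or all replicates individually reaching that 30% level; inactive = mean below 30% and not every replicate reaching it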;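 also: 0% = neutral control wells and 100% = L-leucinethiol positive control wells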
Target sequence (Q9NZ08 whole entry, looked up): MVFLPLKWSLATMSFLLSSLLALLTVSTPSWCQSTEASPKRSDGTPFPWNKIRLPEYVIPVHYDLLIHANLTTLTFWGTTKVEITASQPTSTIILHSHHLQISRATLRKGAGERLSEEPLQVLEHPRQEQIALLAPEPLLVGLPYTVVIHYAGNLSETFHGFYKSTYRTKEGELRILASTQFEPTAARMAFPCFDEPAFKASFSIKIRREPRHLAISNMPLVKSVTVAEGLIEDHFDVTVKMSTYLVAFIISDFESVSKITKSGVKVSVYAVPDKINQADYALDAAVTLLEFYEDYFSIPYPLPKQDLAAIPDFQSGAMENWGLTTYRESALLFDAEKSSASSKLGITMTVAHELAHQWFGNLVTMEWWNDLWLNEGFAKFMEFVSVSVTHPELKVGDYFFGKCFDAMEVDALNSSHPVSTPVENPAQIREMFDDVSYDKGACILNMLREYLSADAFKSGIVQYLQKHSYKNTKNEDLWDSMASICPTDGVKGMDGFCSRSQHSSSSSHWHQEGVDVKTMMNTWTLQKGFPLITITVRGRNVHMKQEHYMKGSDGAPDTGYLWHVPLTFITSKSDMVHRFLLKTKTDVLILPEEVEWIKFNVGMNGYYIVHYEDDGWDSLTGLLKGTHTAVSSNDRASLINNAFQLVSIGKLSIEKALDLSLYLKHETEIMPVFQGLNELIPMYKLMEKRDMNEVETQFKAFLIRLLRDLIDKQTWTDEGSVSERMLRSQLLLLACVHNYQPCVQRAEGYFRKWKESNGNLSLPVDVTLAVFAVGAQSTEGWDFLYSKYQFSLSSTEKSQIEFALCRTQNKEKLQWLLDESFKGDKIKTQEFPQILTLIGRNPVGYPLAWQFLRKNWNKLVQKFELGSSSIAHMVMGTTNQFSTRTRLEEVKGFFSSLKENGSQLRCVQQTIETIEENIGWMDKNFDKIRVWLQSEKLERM
SIRT5 inh: blocks human SIRT5 desuccinylation of peptide | inhibition, % at 15 µM | AID 652115 | 330,000 tested, 1.1% active | Purified SirT5, succinyl-peptide AMC, trypsin-coupled fluorescence; in the data active = inhibition above about 15%
S100A4 inh HTS: S100A4-myosin IIA interaction inhibition; P26447; S100A4/TAMRA-MyoIIA peptide fluorescence polarization; inhibition, % at 10.7 µM; 360,000 tested, 0.14% active; AID 652163;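 active = mean inhibition of at least 70% across replicates, with every replicate also reaching that level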
Target sequence (P26447 whole entry, looked up): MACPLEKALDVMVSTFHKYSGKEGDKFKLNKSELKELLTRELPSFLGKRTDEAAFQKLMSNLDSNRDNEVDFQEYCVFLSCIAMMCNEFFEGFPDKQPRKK
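Material: S100A4 monomer protein | Medium: HEPES pH 7.2 with CaCl2, KCl, NaCl, DTT, Triton | Reagent: Labelled myosin peptide probe, 5 nM | Doses: One dose per compound | Times: 5 min incubation before reading | Benchmarks: Neutral control DMSO, positive control TFP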
C2C12 statin: suppression of simvastatin myotoxicity. C2C12 myotubes + simvastatin, ATP luminescence, 48 h; scaled: DMSO 0, geranylgeraniol control 100. rescue of ATP level, % at 7.49 µM. 330,000 tested, 0.78% active;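 active = mean ATP rescue above about 67%, or every replicate alone reaching that limit, limit read from the data, passing the limit was not always enough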;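 also: myotubes were challenged with 10 µM simvastatin during compound exposure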
PGC1a acetyl inh: lowers PGC1a acetylation signal in U2OS cells; AID 651687; AlphaScreen anti-acetyl-lysine; with virally co-expressed GCN5 acetyltransferase; inhibition, % at 15.6 µM; 350,000 tested, 0.17% active;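 active = every replicate shows inhibition of at least 40%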;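 also: 0% = neutral control wells and 100% = positive control wells; some results beyond the cut were filed as inactive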
Xi reactivation: X-chromosome reactivation activator; XiGFP mouse fibroblasts, % GFP-positive cells imaging, 3 d; cells co-treated with 5-aza-dC sensitizer; scaled so ellipticine positive control = 100%; activation, % at 7.58 µM; 360,000 tested, 0.055% active; AID 743238;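 active = mean normalized replicate activation at least 10% and every replicate at or above 10%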;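 also: 0% = median of on-plate neutral control wells and 100% = ellipticine 6 µM median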
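material = 68-5-11 XiGFP fibroblast line | medium = DMEM plus 5-aza-dC sensitizer | schedule = 3 days compound exposure | benchmarks = positive control ellipticine, 6 µM final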
Starred values were filed as active, the others as inactive; . = not tested or not shown; & = joins results of further samples; ! = not confirmed by another sample. An excerpt; the hit share may differ from the screen's.

SMILES,LGR2 antag,Cneo AK release,ERAP1 inh,SIRT5 inh,S100A4 inh HTS,C2C12 statin,PGC1a acetyl inh,Xi reactivation
CO[C@H]1CN(C)C(=O)c2ccc(NC(C)=O)cc2OC[C@H](C)N(C(=O)C2CCC2)C[C@H]1C,4,4,-7,2,-5,-11,3,-0.2
CC(C)CNC(=O)NC(=O)COC(=O)c1cc(F)cc(F)c1,17,.,1,-3,0,.,.,0.0
CCCN1[C@@H]2c3ccc(C4=CCCCC4)c(=O)n3C[C@@H]2[C@@H](CO)[C@@H]1C(=O)NC1Cc2ccccc2C1,-3,1,0,-2,-24,49,.,0.3
Cc1ccc(C)c(S(=O)(=O)Nc2ccc(O)c(Sc3ncn[nH]3)c2)c1,-9,.,2,1,-1,.,.,-0.1
CC(CCc1ccccc1)NC(=O)CN(C)Cc1ccccc1F (centres undefined),-9,5,-1,5,-3,7,-9,-0.1
COc1ccc(CNC(=O)NC(C)(C)c2cccc(C(C)(C)NC(=O)NCc3ccc(OC)cc3)c2)cc1,17,1,.,.,.,9,-4,.
COc1cccc(NC(=O)Cn2cc3c(n2)CCCCC3)c1,2,3,1,-3,-6,8,-4,0.2
CCCCNS(=O)(=O)c1ccc2c(c1)oc(=O)n2CC(=O)OCC,13,0,7,2,-9,12,14,0.1
c1ccc(-n2c(SCc3nc(-c4cccs4)no3)nnc2-c2ccco2)cc1,7,.,9,-1,-1,.,4,.
COc1ccc(NC(=S)Nc2ccc3cn[nH]c3c2)cc1,-16,.,.,-2,-3,9,18,-0.2
O=C(COc1ccc(-c2nnco2)cc1)NCc1ccccc1Cl,0,.,2,1,0,.,.,-0.1
C[C@H](CO)N1C[C@H](C)[C@@H](CN(C)S(=O)(=O)c2ccccc2)OCCCC[C@H](C)Oc2ccc(NS(=O)(=O)c3cccs3)cc2C1=O,-3,-8,0,1,-1,.,4,0.2

Next part, starting with the last two of the part before.
SMILES,LGR2 antag,Cneo AK release,ERAP1 inh,SIRT5 inh,S100A4 inh HTS,C2C12 statin,PGC1a acetyl inh,Xi reactivation
O=C(COc1ccc(-c2nnco2)cc1)NCc1ccccc1Cl,0,.,2,1,0,.,.,-0.1
C[C@H](CO)N1C[C@H](C)[C@@H](CN(C)S(=O)(=O)c2ccccc2)OCCCC[C@H](C)Oc2ccc(NS(=O)(=O)c3cccs3)cc2C1=O,-3,-8,0,1,-1,.,4,0.2
COc1ccc(NC(=S)N(CCN2CCOCC2)Cc2ccccc2F)cc1,-5,.,-5,-1,-17,.,-5,0.1
C[C@H]1CN([C@@H](C)CO)C(=O)c2cc(-c3cccnc3)cnc2O[C@H]1CN(C)C,10,-9,3,4,-5,3,5,-0.1
CC1=Nc2cc(C(=O)N3CCCC3)ccc2Sc2c(C)ccc(C)c21,14,0,-1,10,10,6,0,0.0
O=[N+]([O-])c1cccc(-c2noc(-c3cccs3)n2)c1,.,.,1,-3,1,.,.,0.0
COc1ccc(C#Cc2ccc([C@H]3[C@H](CO)N4C(=O)CN(C(=O)NC(C)C)C[C@@H]34)cc2)cc1,5,.,7,1,-3,.,1,0.0
COc1ccc(Cc2nc3ccc(C(=O)N(C)CCO)cc3o2)cc1,5,4,0,-3,-4,-2,0,0.0
COc1ccc(CNC(=O)CN(Cc2ccco2)C(=O)CCC(=O)Nc2ccccn2)cc1,2,2,2,1,-6,4,4,0.1
Nc1ncc(Br)cc1S(=O)(=O)NCCC(=O)NC1CCCCC1,-7,-1,1,-2,-1,10,3,0.0
COc1ccc(C2(O)CCN(CC(=O)Nc3nc(-c4ccccc4)cs3)CC2)cc1,42,2,3,-1,-2,8,-10,0.0
COC1=C(NCc2ccc3c(c2)OCO3)C(=O)C(OC)=C(NCc2ccc3c(c2)OCO3)C1=O,6,.,6,2,5,-1,6,0.1
C[C@@H]1CN([C@H](C)CO)C(=O)CCCn2nncc2CO[C@@H]1CN(C)S(=O)(=O)c1cn(C)cn1,2,1&1,-8&-2,-5&-1,-5&4,10&-23,101*!,0.3
CC(C)(C)OC(=O)C[C@H]1C/C=C\C[C@@H](CC(=O)N(CCO)Cc2ccccc2)C(=O)N[C@H](Cc2ccccc2)COC1=O,8,0,-1,-3,0,1,-7,0.0

Carrying on.
SMILES,LGR2 antag,Cneo AK release,ERAP1 inh,SIRT5 inh,S100A4 inh HTS,C2C12 statin,PGC1a acetyl inh,Xi reactivation
CCCCCC(=O)N1C[C@@H](n2cc(COC(=O)c3ccccc3)nn2)[C@H](O)C[C@@H]1c1ccc(C)cc1,0,1,0,10,0,-8,-1,0.1
CCCCn1c(O)c(/C=C2\C=NN=C2c2ccccc2)sc1=S,-23,1,.,.,.,4,-6,.
CN1C(=O)c2cc(NC(=O)Nc3ccccc3F)ccc2OC[C@@H]2O[C@H](CC(=O)NCc3ccc(-c4ccccc4)cc3)CC[C@H]21,25,-6,-7,0,-11,35,1,0.2
Nc1ccc2nc3c(c(Cl)c2c1)CCCC3,-13,-2,-3,-6,10,.,12,-0.3
O=C(CC[C@H]1O[C@@H](n2ccc(=O)[nH]c2=O)[C@H](O)[C@@H]1O)N1CCN(Cc2cccc3ccccc23)CC1,-10,2,.,.,-4,-10,20,0.0
CC(=O)Nc1ccc(NC(=O)c2cccc(Oc3ccccc3)c2)cc1,3,0,-3,-5,6,-8,.,0.3
CCN(CC)S(=O)(=O)c1ccc(C(=O)N2CCN(c3ncccn3)CC2)cc1,-4,1,1,1,-2,4,.,0.0
O=C(OCc1cc(Cl)ccc1OC(F)F)c1cncc(Br)c1,11,.,0,-4,6,.,4,0.0
COc1cccc(CNS(=O)(=O)c2ccc(S(=O)(=O)NC3CC3)cc2)c1,-12,0,1,-2,-6,22,.,0.0
CC(C(=O)N1CCc2ccccc21)N1CCN(S(=O)(=O)c2ccc(C(F)(F)F)cc2)CC1 (centres undefined),-8,5,-1,0,-1,6,1,0.1
COCC(=O)N1CC[C@H]2[C@H](CO)Nc3ccc(-c4cccc(C#N)c4)cc3[C@H]21,-4,-10,0,2,-51,-14,4,0.2
CCC1(O)C(=O)OCc2c1cc1n(c2=O)Cc2cc3c(N)cccc3nc2-1 (centres undefined),98*,.,-7,.,0,.,-2,-0.1

Further records follow.
SMILES,LGR2 antag,Cneo AK release,ERAP1 inh,SIRT5 inh,S100A4 inh HTS,C2C12 statin,PGC1a acetyl inh,Xi reactivation
CC1(C(=O)NC(=S)NNC(=O)c2ccncc2)CCCCC1,15,2,.,.,.,5,9,0.9
CC(C)C#Cc1cnc2c(c1)C(=O)N([C@@H](C)CO)C[C@H](C)[C@@H](CN(C)C(=O)Nc1cc(F)ccc1F)O2,-6,-6,3,-1,0,24,-6,-0.8
CNC(=O)C[C@@H]1CC[C@H]2[C@@H](COc3ccc(NC(=O)Nc4ccc(F)cc4)cc3C(=O)N2C)O1,13,-3,-2,-3,-3,2,-2,-0.1
CCCC(=O)N1CCC2(CC1)CN(C(=O)Cc1ccccn1)[C@H](CO)c1[nH]c3cc(OC)ccc3c12,-6,.,1,.,4,.,3,0.0
CCOc1ccc(S(=O)(=O)c2c(C(=O)c3ccccc3)cnc3cc4c(cc23)OCCO4)cc1,0,.,2,-5,0,.,.,0.8
CCCCn1c(SCn2nnc3ccccc3c2=O)nc2cc(S(N)(=O)=O)ccc21,-2&10,0,2,.,-5,5,16,.
COC(=O)[C@@]12CCCCN1[C@H](c1ccc(-c3ccc(OC)cc3)cc1)[C@@H]1C(=O)N(C)C(=O)[C@@H]12,26,-5,1,.,-2,8,.,0.0
CC(C)C#Cc1ccc2c(c1)O[C@H](CN(C)Cc1cccnc1)[C@H](C)CN([C@H](C)CO)S2(=O)=O,-28,1,2,3,-6,-15,-4,-1.1
C[C@H](NC(=O)c1[nH]cnc1C(=O)Nc1cccc(Cl)c1)c1ccccc1,5,3,7,-2,-3,-10,-3,0.8
COc1ccc(NC(=O)Nc2ccc3c(c2)C(=O)N([C@H](C)CO)C[C@H](C)[C@H](CN(C)C(=O)Nc2c(C)noc2C)O3)cc1,13,-5,-1,0,-10,-38,-1,-0.2
Cc1noc(C)c1S(=O)(=O)Nc1cccc2c1O[C@H](CN(C)Cc1ccc3c(c1)OCO3)[C@H](C)CN([C@@H](C)CO)C2=O,-13,48,-2,4,-2,10,7,-0.8
CO[C@H]1CN(C)C(=O)c2ccc(NC(=O)C3CC3)cc2OC[C@H](C)N(C(=O)NC(C)C)C[C@H]1C,-7,7,1,-3,6,-15,12,-0.5

The list continues.
SMILES,LGR2 antag,Cneo AK release,ERAP1 inh,SIRT5 inh,S100A4 inh HTS,C2C12 statin,PGC1a acetyl inh,Xi reactivation
COc1ccccc1C(=O)NNC(=O)c1ccccc1[N+](=O)[O-],7,.,12,-3,16,.,.,0.0
O=C(Nc1ccc(F)cc1)N1CC(=O)N2[C@@H](CO)[C@@H](c3ccc(C#Cc4ccc(F)cc4)cc3)[C@@H]2C1,11,.,6,5,-8,.,-1,0.2
O=C(C[C@H]1CC[C@H]2[C@@H](COC[C@H](O)CN2CC2CCOCC2)O1)NCc1ccc(Cl)cc1,1,6,-2,0,11,-18,-7,0.2
O=C(CSc1nnnn1C1CCCCC1)Nc1ccc(F)cc1,-7,.,1,-1,-3,.,-3,0.0
O=C(c1cnccn1)N1CC(=O)N2[C@H](CO)[C@H](c3ccc(-c4ccc(F)cc4)cc3)[C@@H]2C1,-4,.,0,0,26,.,-7,0.2
O=C(O)COc1ccc(/C=C/c2nc(-c3ccccc3O)n[nH]2)cc1,11,-3,-6,1,-6,-1,.,0.4
COCCOC(=O)N1C(=O)[C@@]2(c3cc(C#CCC(C(=O)OC)C(=O)OC)ccc31)[C@H](c1ccccc1OCCO)N1[C@H](c3ccccc3)[C@H](c3ccccc3)OC(=O)[C@H]1[C@@H]2C(=O)N1CCN(c2ncccn2)CC1,.,3,-5,2,1,.,.,.
O=C(CSc1nc(O)c(Cc2ccccc2)c(=O)[nH]1)N1CCOCC1,-5,1,-1,-1,-2,-12,-7,0.2
C[C@@H]1CN([C@H](C)CO)C(=O)c2cc(NC(=O)CCCN(C)C)ccc2O[C@H]1CN(C)C(=O)Nc1cccc2ccccc12,19,.,-2,.,-14,.,-5,-0.8
Cc1ccccc1S(=O)(=O)N1C[C@@H]2N[C@H](C1)C2c1ccc(-c2ccc(C(=O)N(C)C)cc2)cc1 (some centres undefined),13&11,.,.,8&2,-16&-14,.,6&13,0.0&0.0
Cc1nccn1CCOc1ccccc1Cl,8,0,-1,2,-3,-4,-5,0.0
O=C(C[C@@H]1CC[C@@H](NS(=O)(=O)c2ccccc2)[C@@H](CO)O1)NCc1ccc(Cl)c(Cl)c1,-5,0,1,-3,0,4,2,0.2

More records:
SMILES,LGR2 antag,Cneo AK release,ERAP1 inh,SIRT5 inh,S100A4 inh HTS,C2C12 statin,PGC1a acetyl inh,Xi reactivation
Cc1ccccc1CNC(=O)CCn1nc(C)c2c(C)n(-c3ccccc3)nc2c1=O,-6,6,4,0,-1,26,-3,0.0
O=C(NC1(C(F)(F)F)NC(=O)N(C2CCCCC2)C1=O)C1CC1 (centres undefined),-8,-2,-3,3,2,7,7,0.1
O=C(C[C@H]1CC[C@@H]2[C@H](COC[C@H](O)CN2C(=O)c2ccccc2F)O1)NCc1ccc(F)cc1,.,-1,-1,1,4,-10,-2,0.3
COc1ccc2c3c([nH]c2c1)[C@@H](CO)N(C(=O)c1cccc(F)c1)CC31CN(C(=O)CC2CC2)C1,1,.,-2,0,-2,.,-5,0.0
